Screens as filed in PubChem BioAssay.
TRPC4 potent: TRPC4 (mouse) allosteric potentiation; HEK293 TRPC4beta/mu-opioid, DAMGO EC20, Fluo-4 Ca2+ flux; hits give high values; B-score at 10 µM; 310,000 compounds, 0.42% hits; AID 2227;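 active = B-score of calcium response area above 5 SD of library B-scores, with initial fluorescence ratio within 5 SD of library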;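 also: B-score of integrated fluorescence ratio over time as area under calcium response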
TRPC6 inh: blocks the mouse TRPC6 cation channel. 310,000 compounds, 1.1% hits. B-score at 10 µM. HEK293-TRPC6, membrane potential dye, ACh-evoked depolarization; hits give low values;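 active = B-score under library mean minus 3 SD, initial fluorescence not abnormally high, positive integrated signal ratio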;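 also: B-score derived from integrated fluorescence ratio over the kinetic read; more negative B-score means stronger inhibition of depolarization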
RGS4 inh: inhibitors of human RGS4. B-score at 10 µM. AID 463165. 310,000 compounds, 0.45% hits. P49798. HEK293 M3R/RGS4 inducible, Fluo-4 calcium flux; hits give high values; triggered by carbachol at its EC20;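 active = B-score, a plate-corrected calcium signal, over three deviations above library mean, with baseline fluorescence within five deviations of library mean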;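 also: RGS4 expression induced by doxycycline in cells with stable M3 receptor; B-score is computed from the integrated fluorescence ratio over baseline after carbachol; higher B-score means a larger calcium signal and so more RGS4 inhibition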
Target sequence (P49798 whole entry, looked up): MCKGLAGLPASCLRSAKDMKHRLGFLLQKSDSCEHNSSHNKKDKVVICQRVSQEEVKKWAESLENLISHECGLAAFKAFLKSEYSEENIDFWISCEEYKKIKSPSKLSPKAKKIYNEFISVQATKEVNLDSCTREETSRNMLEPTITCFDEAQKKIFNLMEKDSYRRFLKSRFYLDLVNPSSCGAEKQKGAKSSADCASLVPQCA
TMEM16A inh: mouse TMEM16A channel inhibition, primary screen; Q8BHY3; normalized B-score (activity score, 25-100; higher = stronger inhibition) at 10 µM; 310,000 compounds, 1.2% hits; HEK293 TMEM16A/YFP iodide influx fluorescence, ionomycin;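 active = ratio plate-corrected score three or more library SD toward inhibition, starting fluorescence score within five deviations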;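 also: score derived from kinetic fluorescence span divided by baseline fluorescence per well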
TRPC6 act: activates the mouse TRPC6 cation channel. HEK293-TRPC6 membrane potential dye fluorescence; hits give high values. B-score at 10 µM. 310,000 compounds, 0.13% hits;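 active = B-score of the integrated fluorescence ratio above library mean plus 3 SD, and starting fluorescence ratio within library mean plus 5 SD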;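 also: higher score means more depolarization so channel activation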
TRPC4 act: opens the mouse TRPC4 cation channel; Q9QUQ5; HEK293 TRPC4beta/mu-opioid, Fluo4 calcium fluorescence; hits give high values; B-score at 10 µM; 310,000 compounds, 0.49% hits;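 active = B-score above 5 SD of library B-scores, and initial fluorescence ratio not above library mean plus 5 SD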;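 also: positive B-score marks a calcium rise read as TRPC4 activation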
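Test system: HEK293 cells stably co-expressing mouse TRPC4beta and mu-opioid receptor | Schedule: Fluo4 dye loading 45 min at room temperature, 110 s recording | Measured by: Kinetic Fluo4 calcium fluorescence, 5 s baseline at 1 Hz | Evaluation: B score of integrated ratio | Controls: Buffer (low) and maximal DAMGO (high)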
MrgX1 agonist: activates human MrgX1 receptor signaling. MrgX1-HEK293 cells, Fluo-4 calcium fluorescence, agonist mode; hits give high values. AID 588627. 310,000 compounds, 0.44% hits. B-score at 10 µM;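 active = calcium response B-score plate-corrected fluorescence ratio at least 3 library SD, with starting fluorescence B-score inside 5 SD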
Target sequence (Q96LB2 whole entry, looked up): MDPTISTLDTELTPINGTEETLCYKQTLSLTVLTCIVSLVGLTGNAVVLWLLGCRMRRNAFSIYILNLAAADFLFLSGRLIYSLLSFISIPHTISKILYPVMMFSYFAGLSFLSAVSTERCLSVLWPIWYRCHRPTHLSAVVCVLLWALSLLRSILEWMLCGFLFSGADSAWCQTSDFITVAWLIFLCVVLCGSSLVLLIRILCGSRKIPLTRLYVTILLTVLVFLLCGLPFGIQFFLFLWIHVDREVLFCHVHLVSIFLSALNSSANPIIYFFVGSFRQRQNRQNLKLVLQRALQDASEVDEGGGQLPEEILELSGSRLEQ
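Material: MrgX1-expressing HEK293 cells; input: 15,000 cells per well; doses: test compound given as first of three sequential additions; schedule: overnight plating before 1 h dye loading; technique: Fluo-4 NW calcium-flux fluorescence, kinetic read; evaluation: baseline-normalised fluorescence change ratio, B-scored; control set: plate-wise positive and negative controls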
TMEM16A act: mouse TMEM16A channel activation, primary screen; B-score at 10 µM; AID 623877; Q8BHY3; 340,000 compounds, 0.3% hits; HEK293 TMEM16A/YFP-H148Q/I152L, iodide quench fluorescence; hits give low values;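 active = fluorescence-ratio B-score plate-corrected deviation score at least 3 library SD below zero, with starting fluorescence score within 5 deviations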;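 also: channel opened by trigger with iodide after compound preincubation; score built on the fluorescence ratio of max minus min over baseline; more negative score means more quench and so TMEM16A activation or potentiation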
MrgX1 allo act: allosterically activates human MrgX1 receptor signaling; MrgX1-HEK293, Fluo-4 calcium flux, FDSS; hits give high values; B-score at 10 µM; AID 588675; 310,000 compounds, 0.63% hits;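 active = plate-corrected calcium response at least 3 library SD above typical, normal starting fluorescence, not activating the receptor alone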;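 also: compound read alongside a low EC10 to EC30 dose of BAM8-22 agonist; peak minus trough fluorescence over baseline measured at the second addition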
TRPC4 block: inhibitors of mouse TRPC4 channel; HEK293 TRPC4beta/mu-opioid, DAMGO-evoked Fluo4 calcium flux; hits give low values; 300,000 compounds, 0.39% hits; AID 2247; B-score at 10 µM; Q9QUQ5;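 active = B-score over 3 SD under the library average, no early fluorescence shift, positive overall ratio signal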
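Test system – stable TRPC4beta/mu-opioid receptor HEK293 cells · Probe or stimulus – DAMGO, a submaximal dose followed by a maximal one · Dosing – one concentration per compound · Signal – Fluo4 calcium fluorescence by kinetic imaging, 5 s 1 Hz baseline · Evaluation – per-well B score of integrated baseline-normalized Fluo4 ratio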
MrgX1 antag: blocks BAM8-22 activation of human MrgX1 receptor | Q96LB2 | MRGX1-HEK293 calcium flux, Fluo-4, BAM8-22 antagonism; hits give low values | B-score at 10 µM | 310,000 compounds, 1.3% hits | AID 588676;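 active = calcium-response B-score plate-corrected more than 3 library SD below zero, starting fluorescence within 5 deviations, no agonist response on first addition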;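 also: peak minus trough fluorescence over baseline after final BAM8-22 challenge near maximal dose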
* marks the source's active call; other numbers are inactive results; i = inactive; . = no result given.

Order of values – TRPC4 potent, TRPC6 inh, RGS4 inh, TMEM16A inh, TRPC6 act, TRPC4 act, MrgX1 agonist, TMEM16A act, MrgX1 allo act, TRPC4 block, MrgX1 antag
- Cc1oc2ccccc2c1-c1cn2c(n1)SCC2
    i, i, i, i, i, i, i, i, i, i, i
- CC(C)(C)c1ccc(S(=O)(=O)NNC(=O)c2cc3ccccc3[nH]2)cc1
    i, i, i, i, i, i, i, i, i, i, i
- Cc1ccc(-c2c(C(=O)O)c3ccccc3[nH]c2=O)cc1
    i, i, i, i, i, i, i, i, i, i, i
- CCOC12CC(C)(C)CC(C)(CC3=C1C(=O)CC(C)(C)C3)C2 (stereo not given)
    i, i, i, i, i, i, i, i, i, i, i
- Cc1cccc(C(=O)N(C)c2nnc(-c3ccncc3)s2)c1
    i, i, i, i, i, i, i, i, i, i, i
- CC(=O)Nc1ccc(NC(=S)NC(=O)c2ccc(-c3ccccc3)cc2)cc1
    i, i, i, i, i, i, i, i, i, i, i
- NC(=O)c1ccc(NC(=O)COC(=O)c2ccccc2Nc2ccccc2)cc1
    i, i, i, i, i, i, i, i, i, i, i
- CC(=O)Nc1ccc(C(=O)N/N=C/c2ccccc2OCc2ccccc2)cc1
    i, i, i, i, i, i, i, i, i, i, i
- CNC(=O)c1cc(C(=O)c2ccc(F)cc2Cl)c[nH]1
    i, i, i, i, i, i, i, i, i, i, i
- Clc1ccc(NC2=NCCCCC2)cc1
    i, i, i, i, i, i, i, i, i, i, i
- C=CCN=C1S/C(=C\c2ccc(Cl)cc2)C(=O)N1CC=C
    i, i, i, i, i, i, i, i, i, i, i
- CCOC(=O)c1c(C)c(C(=O)NCCN2CCOCC2)c(C)n1C
    i, i, i, i, i, i, i, i, i, i, i
- Cc1cccc2cc(CN(Cc3ccccc3)C(=O)N(C)C)c(=O)[nH]c12
    i, i, i, i, i, i, i, i, i, i, i
- Cn1c(SCn2nnc3ccccc3c2=O)nc2ccccc2c1=O
    i, i, i, i, i, i, i, ., i, i, i
- Cc1ccc(/C=N/NC(=O)Cc2c[nH]c3ccccc23)c(C)c1
    i, i, 6.9*, i, i, i, i, i, i, i, i
- Cc1onc(-c2ccccc2)c1C(=O)NCCc1ccncc1
    i, i, i, i, i, i, i, i, i, i, i
- Cc1cccc(NC(=O)c2ccc(C(=O)c3ccccc3)cc2)n1
    i, i, i, 100*, i, i, i, i, i, i, -4.9*
- Cc1ccc(C)c(S(=O)(=O)N2CCN(C(=O)CSC(=S)N3CCCC3)CC2)c1
    i, i, i, i, i, i, i, i, i, i, -5.3*
- CC(C)c1ccc(NC(=O)C2CC3CCC2C3)cc1 (stereo not given)
    i, i, i, i, i, i, i, i, i, i, i
- O=C(COc1ccc([N+](=O)[O-])cc1)NCc1ccccc1
    i, i, i, i, i, i, i, i, i, i, i
- O=C1C2C3C=CC(C4CC34)C2C(=O)N1/N=C/c1c[nH]c2ccccc12 (stereo not given)
    i, i, i, i, i, i, i, i, i, i, i
- COCCNC(=O)NC12CC3CC(CC(C3)C1)C2
    i, i, i, i, i, i, i, i, i, i, i
- CC1(c2ccccc2)NC(=O)N(CC(=O)Nc2ccc(C(N)=O)cc2)C1=O (stereo not given)
    i, i, i, i, i, i, i, i, i, i, i
- CC(C)CCOc1ccc(-c2c(=O)n(OCc3ccc([N+](=O)[O-])cc3)c3ccccc3[n+]2[O-])cc1
    i, i, i, i, i, i, i, i, i, i, i
- CC1CCCCC1NC(=O)CCCCCn1c(=S)[nH]c2ccsc2c1=O (stereo not given)
    i, i, i, i, i, i, i, i, i, i, i
- COc1ccccc1-n1cnc2cc(NS(=O)(=O)c3ccc(Br)cc3)ccc21
    i, i, i, i, i, i, i, i, i, i, i
- CCOc1cccc(/C=C/c2ccc3cccc(O)c3n2)c1O
    i, i, i, i, i, i, i, i, i, i, i
- Cc1ccc(C(=O)Nc2ccc(O)cc2C(=O)O)cc1
    i, i, i, i, i, i, i, i, i, i, i
- COCCCNC(=O)Cn1c(=O)n(Cc2ccc(C(=O)NCCc3ccc(OC)c(OC)c3)cc2)c(=O)c2ccccc21
    i, i, i, i, i, i, i, i, i, i, i
- CCOC(=O)c1cnc(-n2nc(C)cc2C)nc1Nc1cccc(C(C)=O)c1
    i, i, i, i, i, i, i, i, i, i, i
- CN(C)c1ccc(/C=N/NC(=O)c2ccc(NC(=O)c3ccccc3)cc2)cc1
    i, i, i, i, i, i, i, i, i, i, i
- O=C(COC(=O)CNC(=O)c1sc2ccccc2c1Cl)NC1CCS(=O)(=O)C1 (stereo not given)
    i, i, i, i, i, i, i, i, i, i, i
- COC(=O)Cn1c(-c2ccc(OC)cc2)c(-c2ccc(OC)cc2)nnc1=O
    i, i, i, i, i, i, i, i, i, i, i
- CCN(CCCNC(=O)CCCCn1c(=O)[nH]c2ccccc2c1=O)c1ccccc1
    i, i, i, i, i, i, i, i, i, i, -5*
- COc1ccccc1-c1cn[nH]c1-c1ccc(O)cc1O
    i, i, i, i, i, i, i, i, i, i, i
- NC(N)=NC(=S)Nc1ccc(Cl)cc1
    i, i, i, i, i, i, i, i, i, i, i
- CCOC(=O)N1CCC(NC(=O)C(CC(C)C)NC(=O)C2CCCCC2)CC1 (stereo not given)
    i, i, i, i, i, i, i, i, i, i, i
- O=C1ON=C(c2ccccc2)/C1=C/c1ccc(O)c(O)c1
    i, i, 5.7*, i, i, i, i, i, i, i, i
- O=C1N(c2ccccc2)C2CS(=O)(=O)CC2N1c1ccc(Cl)c(Cl)c1 (stereo not given)
    i, i, i, i, i, i, i, i, i, i, i
- CCCCCCCC(=O)NNC(=O)Cc1ccccc1
    i, i, i, i, i, i, i, i, i, i, -6.9*
- Cc1noc(C)c1COc1cccc(C(=O)OCCOc2ccc(F)cc2)c1
    i, i, i, 100*, i, i, i, i, i, i, i
- O=C(Nc1ccc(C(=O)NC2CCCCC2)cc1)c1cncc(Br)c1
    i, i, i, i, i, i, i, i, i, i, i
- O=c1c2c3c(sc2nc2n1CCCS2)CCCC3
    i, i, i, i, i, i, i, i, i, i, i
- CC1(C(=O)O)CCC(C(=O)Nc2ccc3ccccc3c2)C1(C)C (stereo not given)
    i, i, i, i, i, i, i, i, i, i, i
- COc1cccc(C(=O)N2CCN(C3CCC(c4ccccc4)CC3)CC2)c1OC (stereo not given)
    i, i, i, i, i, i, i, i, i, i, i
- CCCc1nc2c(=O)[nH]c3ccccc3c2o1
    i, i, i, i, i, i, i, i, i, i, i
- CCOC(=O)c1cccc(NC(=O)CSc2nncn2-c2ccccn2)c1
    i, i, i, i, i, i, i, i, i, i, i
- CCc1c(O)nc2ccccn2c1=O
    i, i, i, i, i, i, i, i, i, i, i
- CC(C)/C=N/Nc1nc(-c2ccc(Br)cc2)cs1
    i, i, i, i, i, i, i, i, i, i, i
- CCn1c(=O)c([N+](=O)[O-])c(NCCc2ccccc2)c2ccccc21
    i, i, i, i, i, i, i, i, i, i, i

(continued)
Order of values – TRPC4 potent, TRPC6 inh, RGS4 inh, TMEM16A inh, TRPC6 act, TRPC4 act, MrgX1 agonist, TMEM16A act, MrgX1 allo act, TRPC4 block, MrgX1 antag
- COc1cc(NC(=O)c2cc(S(=O)(=O)N3CCCCC3)c[nH]2)cc(OC)c1
    i, i, i, i, i, i, i, i, i, i, i
- CCOc1ccc(/C=N/N(C)c2ccccc2)cc1OC
    i, i, i, i, i, i, i, i, i, i, i
- COC(=O)c1sccc1N(C)S(C)(=O)=O
    i, i, i, i, i, i, i, i, i, i, i
- CCn1cc(C(=O)NCCCN2CC(C)CC(C)C2)c(=O)c2cc(S(=O)(=O)N(C)C)ccc21 (stereo not given)
    i, i, i, i, i, i, i, i, i, i, i
- Cn1c(=O)c2c(ncn2CCOc2ccc(F)cc2)n(C)c1=O
    i, i, i, i, i, i, i, i, i, i, i
- COCCCNC(=O)CCS(=O)(=O)Cc1ccc(C)cc1
    i, i, i, i, i, i, i, i, i, i, i
- O=C(CC1C(=O)NCCN1Cc1ccc(-c2ccccc2)cc1)NCCCn1ccnc1 (stereo not given)
    i, i, i, i, i, i, i, i, i, i, i
- CS/C(Nc1cc(Cl)ccc1Cl)=C(/C#N)C(=O)c1ccco1
    i, i, i, i, i, i, i, i, i, i, i
- CC(C)CC1(C)NC(=O)N(CCN2C(=O)c3ccccc3C2=O)C1=O (stereo not given)
    i, i, i, i, i, i, i, i, i, i, i
- COc1ccc(-c2c[n+]3c4n2CCCCC4=C(c2ccccc2)C3)cc1
    i, i, i, i, i, i, i, i, i, i, i
- O/N=C1/CCSc2ccccc21
    i, i, i, i, i, i, i, i, i, i, i
- CN(Cc1nc2ccccc2n1C)S(=O)(=O)c1ccc(Cl)cc1
    i, i, i, i, i, i, i, i, i, i, i
- O=C(Nc1cccc(F)c1)NC1(C(=O)N2CCC(O)CC2)CCCCC1
    i, i, i, i, i, i, i, i, i, i, i
- CCc1cccc(CC)c1NC(=O)c1ccccc1
    i, i, i, i, i, i, i, i, i, i, i
- COc1cc(C(=O)N[C@H](C(=O)Nc2nnc(C3CC3)s2)C(C)C)cc(OC)c1OC
    i, i, i, i, i, i, i, i, i, i, i
- O=C(NC1CCCCCCC1)C1c2ccccc2C(=O)N1Cc1ccco1 (stereo not given)
    i, i, i, i, i, i, i, i, i, i, i
- CCOC(=O)C1=C(C)N(CCCC(=O)O)C(=O)NC1c1ccc(C(F)(F)F)cc1 (stereo not given)
    i, i, i, ., i, i, ., ., ., i, .
- CC1=NN(C(=O)c2ccco2)C(O)(c2ccccc2)C1 (stereo not given)
    i, i, i, i, i, i, i, i, i, i, i
